# ANO1 block: mouse TMEM16A channel inhibition, primary screen; HEK293 TMEM16A/YFP iodide influx fluorescence, ionomycin; Q8BHY3; actives 1.2% (n = 310,000); normalized B-score (activity score, 25-100; higher = stronger inhibition) at 10 µM;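 active = ratio plate-corrected score three or more library SD toward inhibition, starting fluorescence score within five deviations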;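 note: score derived from kinetic fluorescence span divided by baseline fluorescence per well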
# MrgX1 allo act: allosterically activates human MrgX1 receptor signaling. B-score at 10 µM. actives 0.63% (n = 310,000). AID 588675. MrgX1-HEK293, Fluo-4 calcium flux, FDSS; active compounds read high. Q96LB2;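 active = plate-corrected calcium response at least 3 library SD above typical, normal starting fluorescence, not activating the receptor alone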;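 note: compound read alongside a low EC10 to EC30 dose of BAM8-22 agonist; peak minus trough fluorescence over baseline measured at the second addition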
# TRPC4 inh: inhibitors of mouse TRPC4 channel | AID 2247 | actives 0.39% (n = 300,000) | B-score at 10 µM | HEK293 TRPC4beta/mu-opioid, DAMGO-evoked Fluo4 calcium flux; active compounds read low;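 active = B-score over 3 SD under the library average, no early fluorescence shift, positive overall ratio signal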
#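 material = TRPC4beta/mu-opioid receptor HEK293 cell line | probe or stimulus = sequential submaximal and maximal DAMGO stimulation | compound dosing = one concentration per compound | measured by = Fluo4 Ca2+ flux fluorescence | evaluation = integrated fluorescence ratio relative to baseline, converted to per-well B score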
# TRPC6 activator: mouse TRPC6 channel activation; B-score at 10 µM; actives 0.13% (n = 310,000); Q61143; HEK293-TRPC6 membrane potential dye fluorescence; active compounds read high;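 active = B-score of the integrated fluorescence ratio above library mean plus 3 SD, and starting fluorescence ratio within library mean plus 5 SD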;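 note: higher score means more depolarization so channel activation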
# Target sequence (Q61143 whole entry, looked up): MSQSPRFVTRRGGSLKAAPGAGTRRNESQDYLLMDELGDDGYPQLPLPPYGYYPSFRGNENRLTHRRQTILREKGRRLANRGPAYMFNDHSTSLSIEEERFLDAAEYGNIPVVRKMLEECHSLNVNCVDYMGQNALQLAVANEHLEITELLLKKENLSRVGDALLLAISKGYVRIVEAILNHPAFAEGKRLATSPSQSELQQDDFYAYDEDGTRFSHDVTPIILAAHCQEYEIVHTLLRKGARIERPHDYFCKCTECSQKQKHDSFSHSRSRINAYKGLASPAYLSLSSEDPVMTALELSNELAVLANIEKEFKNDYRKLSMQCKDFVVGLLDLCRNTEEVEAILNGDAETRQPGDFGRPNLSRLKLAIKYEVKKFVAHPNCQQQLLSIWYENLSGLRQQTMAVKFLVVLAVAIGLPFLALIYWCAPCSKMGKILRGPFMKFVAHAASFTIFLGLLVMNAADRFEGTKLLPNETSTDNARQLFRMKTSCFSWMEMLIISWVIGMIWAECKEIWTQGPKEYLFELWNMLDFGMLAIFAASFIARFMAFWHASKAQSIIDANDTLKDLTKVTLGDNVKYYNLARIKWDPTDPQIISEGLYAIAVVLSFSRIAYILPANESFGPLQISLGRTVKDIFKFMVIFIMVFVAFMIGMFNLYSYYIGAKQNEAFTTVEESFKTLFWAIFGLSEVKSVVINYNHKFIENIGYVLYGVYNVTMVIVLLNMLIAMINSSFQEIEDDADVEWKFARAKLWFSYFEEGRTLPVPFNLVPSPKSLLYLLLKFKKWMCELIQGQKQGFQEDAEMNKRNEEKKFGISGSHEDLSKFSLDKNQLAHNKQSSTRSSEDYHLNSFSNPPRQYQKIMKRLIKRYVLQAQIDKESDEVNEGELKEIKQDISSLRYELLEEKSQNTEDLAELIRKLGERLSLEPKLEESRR
# ANO1 activ: activates or potentiates the mouse TMEM16A chloride channel; Q8BHY3; B-score at 10 µM; actives 0.3% (n = 340,000); HEK293 TMEM16A/YFP-H148Q/I152L, iodide quench fluorescence; active compounds read low;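 active = fluorescence-ratio B-score plate-corrected deviation score at least 3 library SD below zero, with starting fluorescence score within 5 deviations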;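 note: channel opened by trigger with iodide after compound preincubation; score built on the fluorescence ratio of max minus min over baseline; more negative score means more quench and so TMEM16A activation or potentiation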
# SKKanGAS inh: inhibitors of SKKanGAS S. pyogenes growth in kanamycin (SK-promoter or general growth effect); BacTiter-Glo, 6 h; inhibition, % at 7.5 µM; actives 1.3% (n = 300,000);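 active = mean replicate score, as percent of positive control median, at least 50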;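 note: strain carries kanamycin resistance gene driven by streptokinase promoter and grows in 40 µg/ml kanamycin; loss of luminescence reflects streptokinase promoter inhibition or plain growth inhibition; 0% = median of DMSO wells and 100% = positive control at its reference dose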
# MrgX1 agonist: agonists of human MrgX1 receptor. actives 0.44% (n = 310,000). MrgX1-HEK293 cells, Fluo-4 calcium fluorescence, agonist mode; active compounds read high. B-score at 10 µM;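 active = calcium response B-score plate-corrected fluorescence ratio at least 3 library SD, with starting fluorescence B-score inside 5 SD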
#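 System: HEK293 cells stably expressing human MrgX1 receptor; Dosing: test compound in the initial addition of three; Schedule: overnight plating, then 30 min 37 °C plus 30 min room-temperature dye loading; Detection: kinetic calcium dye fluorescence, Fluo-4 NW; Controls: per-plate positive and negative controls for Z′ factor.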
# TRPC6 inhibitor: inhibitors of mouse TRPC6 channel; Q61143; HEK293-TRPC6, membrane potential dye, ACh-evoked depolarization; active compounds read low; B-score at 10 µM; actives 1.1% (n = 310,000); AID 2553;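 active = B-score under library mean minus 3 SD, initial fluorescence not abnormally high, positive integrated signal ratio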;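 note: B-score derived from integrated fluorescence ratio over the kinetic read; more negative B-score means stronger inhibition of depolarization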
# TRPC4 PAM: allosteric potentiators of mouse TRPC4 channel; HEK293 TRPC4beta/mu-opioid, DAMGO EC20, Fluo-4 Ca2+ flux; active compounds read high; actives 0.42% (n = 310,000); AID 2227; B-score at 10 µM; Q9QUQ5;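 active = B-score of calcium response area above 5 SD of library B-scores, with initial fluorescence ratio within 5 SD of library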;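 note: B-score of integrated fluorescence ratio over time as area under calcium response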
# MrgX1 antagonist: antagonists of human MrgX1 receptor. MRGX1-HEK293 calcium flux, Fluo-4, BAM8-22 antagonism; active compounds read low. B-score at 10 µM. actives 1.3% (n = 310,000);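 active = calcium-response B-score plate-corrected more than 3 library SD below zero, starting fluorescence within 5 deviations, no agonist response on first addition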;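 note: peak minus trough fluorescence over baseline after final BAM8-22 challenge near maximal dose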
# TRPC4 agonist: activators of mouse TRPC4 channel | Q9QUQ5 | HEK293 TRPC4beta/mu-opioid, Fluo4 calcium fluorescence; active compounds read high | B-score at 10 µM | actives 0.49% (n = 310,000);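 active = B-score above 5 SD of library B-scores, and initial fluorescence ratio not above library mean plus 5 SD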;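 note: positive B-score marks a calcium rise read as TRPC4 activation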
#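 Assay system – TRPC4beta and mu-opioid receptor HEK293 stable cells · Measured by – Fluo4 fluorescence, kinetic · Schedule – dye loading 45 min room temperature, 110 s kinetic read · Read-out – B-scored integrated calcium fluorescence ratio · Controls – buffer and maximal DAMGO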
# Numbers without * were called inactive; i = inactive; · = not tested or not shown. Rows are unselected; 6.7% or so of the library scored in one or more.
# Results follow in this order: MrgX1 allo act	TRPC4 inh	TRPC6 activator	TRPC4 agonist	TRPC6 inhibitor	TRPC4 PAM	ANO1 block	SKKanGAS inh	MrgX1 agonist	MrgX1 antagonist	ANO1 activ
> Cc1[nH]nc(NCCO)c1[N+](=O)[O-]
 : i	i	i	i	i	i	i	-1	i	i	i
> COc1ccc(S(=O)(=O)N2CCCCCC2)cc1NC(=O)CN1C(=O)NC(C)(c2ccc(C)cc2)C1=O (centres undefined)
 : i	i	i	i	i	i	i	0	i	i	i
> Cc1c(CC(=O)NCCCO)c(=O)oc2cc3c(cc12)CCC(C)(C)O3
 : i	i	i	i	i	i	i	-1	i	i	i
> CCN(CC)S(=O)(=O)c1cccc(-c2n[nH]c(=S)n2C)c1
 : i	i	i	i	i	i	i	7	i	i	i
> Clc1ccc(Cl)c(OCc2cc(-c3ccccc3Cl)on2)c1
 : i	i	i	i	i	i	i	9	i	i	i
> CC1Nc2ncnc(N3CCc4ccccc4C3)c2N(Cc2ccc(Cl)cc2)C1=O (centres undefined)
 : i	i	i	i	i	i	i	11	i	i	i
> CCOc1ccc(S(=O)(=O)NCCC(=O)NCCCSc2ccccc2)cc1
 : i	i	i	i	i	i	i	-3	i	i	i
> Cc1ccc(S(=O)(=O)NCCc2ccccc2)cc1
 : i	i	i	i	i	i	i	-4	i	i	i
> O=C1CCCC(O)=C1C1NCCc2ccccc21 (centres undefined)
 : i	i	i	i	i	i	i	5	i	i	i
> O=C(CSc1nnc(-c2ccncc2)n1Cc1ccco1)Nc1nc(-c2ccccc2)cs1
 : i	i	i	i	i	i	25*	5	i	i	i
> O=C(Nc1cccc(-c2cn3ccccc3n2)c1)c1cc2ccccc2oc1=O
 : i	i	i	i	i	i	i	4	i	i	i
> C=CCn1c(N)c(-c2nc3ccccc3n2C)sc1=S
 : i	i	i	i	i	i	i	15	i	i	i
> CC1CC1C(=O)Nc1nc(-c2cccs2)c(-c2cccs2)s1 (centres undefined)
 : i	i	i	i	i	i	i	28	i	i	i
> Nn1c(COc2ccccc2F)nnc1SCC(=O)NC1CCCC1
 : i	i	i	i	i	i	i	-6	i	i	i
> COCc1cc(C)nc2sc(C(=O)NN)c(-n3cccc3)c12
 : i	i	i	i	i	i	i	3	i	i	i
> CCCC(=O)N/C(N)=N/c1nc(C)c2ccccc2n1
 : i	i	i	i	i	19*	i	15	i	i	i
> N#C/C=C(/N)c1ccc(Br)cc1
 : i	i	i	i	i	i	i	9	i	i	i
> NC(=S)NNc1c(F)c(F)c(F)c(F)c1F
 : i	i	i	i	i	i	i	5	i	i	i
> CCOc1ccc(CC(=O)N2N=C(C)CC2(O)C(F)(F)F)cc1 (centres undefined)
 : i	i	i	i	i	i	i	-8	i	i	i
> CS(=O)(=O)N1CCC(C(=O)Nc2cccc([N+](=O)[O-])c2)CC1
 : i	·	i	i	i	i	i	-1	i	i	i
> CNC(=S)N1CCc2cc(OC)c(OC)cc2C1COc1ccc(OC)cc1 (centres undefined)
 : i	i	i	i	i	i	i	-7	i	i	i
> Cc1ccccc1NC(c1cccc(Cl)c1)c1nnnn1C1CCCCC1 (centres undefined)
 : i	i	i	i	i	i	i	-4	i	i	i
> COc1ccc(-c2[nH]c(-c3ccc(C)cc3)nc2SCC(=O)NC2CCCC2)cc1
 : i	i	i	i	i	i	i	14	i	i	i
> CNC(=O)CSc1nnc(-c2ccccc2)n1C
 : i	i	i	i	i	i	i	-2	i	i	i
> CCC(c1nnc(SCC(=O)Nc2cccnc2Cl)n1-c1ccccc1)N(C)C (centres undefined)
 : i	i	i	i	i	i	i	-1	i	i	i
> CCN(CC)C(=O)CSc1nnc(CNc2ccc(F)cc2)o1
 : i	i	i	i	i	i	i	1	i	i	i
> O=C(Nc1ncn[nH]1)c1cc(S(=O)(=O)Nc2cccc(C(F)(F)F)c2)ccc1Cl
 : i	i	i	i	i	i	i	4	i	i	i
> Cc1nn(CCC(=O)NCc2ccc(OC(C)C)cc2)c(=O)c2nn(-c3ccccc3)c(C)c12
 : i	i	i	i	i	i	i	0	i	i	i
> CNC(=O)c1cccc(NC(=O)C(C)c2ccc3cc(OC)ccc3c2)c1 (centres undefined)
 : i	i	i	i	i	i	i	8	i	i	i
> CCOC(=O)N1CCN(C(=O)CNC(=O)c2ccc(Br)cc2)CC1
 : i	i	i	i	i	i	i	2	i	i	i
> Cc1ccc(N/C(CSC(N)=O)=N/S(=O)(=O)c2ccccc2)cc1
 : i	i	i	i	i	i	i	-11	i	i	i
> COc1ccc2oc(N)c(C=O)c(=O)c2c1
 : i	i	i	i	i	i	i	2	i	i	i
> CCOC(=O)c1c(C)[nH]c(C(=O)CN2CCOCC2)c1C
 : i	i	i	i	i	i	i	3	i	i	i
> CCC(O)CNC(=O)NC(=C(Cl)Cl)c1ccc(C)c(F)c1 (centres undefined)
 : i	i	i	i	i	i	i	1	i	i	i
> CC(C)NC(=O)C(=O)NNC(=O)CCc1ccccc1
 : i	i	i	i	i	i	i	-3	i	i	i
> COc1cc(CN(CCN(C)C)Cc2ccccc2)ccc1OCc1ccccc1
 : i	i	i	i	i	i	i	6	i	i	i
> COc1cc2c(cc1OC)CN(C(=S)Nc1ccc(Cl)cc1)CC2
 : i	i	i	i	i	i	i	-1	i	i	i
> Cc1ccc(S(=O)(=O)NCC2CCC(C(=O)NCCCN3CCOCC3)CC2)cc1 (centres undefined)
 : i	i	i	i	i	i	i	12	i	i	i
> NC(=O)c1ccccc1NS(=O)(=O)c1ccccc1
 : i	i	i	i	i	i	i	6	i	i	i
> O=C1CC(C(=O)Nc2cc(Cl)ccc2Cl)n2ncnc2N1 (centres undefined)
 : i	i	i	i	i	i	i	2	i	i	i
> CC1(c2ccc3c(c2)OCO3)NC(=O)N(CC(=O)Nc2ccc(N3CCOCC3)cc2)C1=O (centres undefined)
 : i	i	i	i	i	i	i	-12	i	i	i
> CC(=O)NNC(=O)CCn1nnc(-c2ccc(Cl)cc2)n1
 : i	i	i	i	i	i	i	10	i	i	i
> Cc1cc(C)c(C)c(OCCN2CC(C)OC(C)C2)c1 (centres undefined)
 : i	i	i	i	i	i	i	5	i	i	i
> COc1ccc([C@@H]2OC2(C(N)=O)C(N)=O)cc1
 : i	i	i	i	i	i	i	-5	i	i	i
> CC(C)Oc1ccc(C(=O)Nc2cccc3cccnc23)cc1
 : i	i	i	i	i	i	i	-16	i	i	i
> O=C(N/N=C/c1cccc(O)c1)c1cc(-c2ccccc2)nc2ccccc12
 : i	i	i	i	i	i	i	3	i	i	i
> Cc1cnc(NC(=O)C2CCCC2)s1
 : i	i	i	i	i	i	i	10	i	i	i
> CCOc1ccc(C2C(C(=O)c3cccs3)=C(O)C(=O)N2Cc2cccnc2)cc1 (centres undefined)
 : i	i	i	i	i	i	i	2	i	i	i
> O=C(COc1ccc(Cl)cc1)NNC(=O)C(=O)N1CCCCC1
 : i	i	i	i	i	i	i	-3	i	i	i
> O=c1c2c(nc3n1CCCCC3)-c1ccccc1CC21CCCCC1
 : i	i	i	i	i	i	i	7	i	i	i

# Continuation.
# Results follow in this order: MrgX1 allo act	TRPC4 inh	TRPC6 activator	TRPC4 agonist	TRPC6 inhibitor	TRPC4 PAM	ANO1 block	SKKanGAS inh	MrgX1 agonist	MrgX1 antagonist	ANO1 activ
> CCc1cc2c(=O)n(-c3ccccc3)c(SCC(=O)O)nc2s1
 : i	i	i	i	i	i	i	2	i	i	i
> CCN(CC)S(=O)(=O)c1ccc(N2CCOCC2)c(NC(=O)c2cccc(C#N)c2)c1
 : i	i	i	i	i	i	i	-2	i	i	i
> Cc1ccc(OCC(=O)Nc2cc(C)on2)c([N+](=O)[O-])n1
 : i	i	i	i	i	i	i	-1	i	i	i
> COc1ccc(-c2cn(CCC(=O)O)c(C)n2)cc1
 : i	·	·	·	·	·	i	·	i	i	i
> Cc1cc(N2CCN(c3ccc([N+](=O)[O-])c4cccnc34)CC2)c2ccccc2n1
 : i	i	i	i	i	i	i	1	i	i	i
> CC(=O)Nc1c(O)nc(SCC(=O)Nc2ccc(C(C)=O)cc2)[nH]c1=O
 : i	i	i	i	i	i	i	4	i	i	i
> COc1cc(C(=O)Nc2ccc(NC(=O)c3ccccc3)nc2)cc(OC)c1OC
 : i	i	i	i	i	i	i	4	i	i	i
> Cc1nn(-c2ncc(C(F)(F)F)cc2Cl)c(=O)n1-c1c(F)cccc1F
 : i	i	i	i	i	i	i	-8	i	i	i
> COCCCn1c(SCC(=O)N2CCCCC2C)nnc1-c1ccco1 (centres undefined)
 : i	i	i	i	i	i	i	-1	i	i	i
> O=C(NCCN1CCOCC1)c1cc(-c2cccc(O)c2)on1
 : i	i	i	i	i	i	i	0	i	i	i
> CCOC(=O)N1CCN(C(=S)Nc2cc(S(=O)(=O)N3CCOCC3)ccc2Cl)CC1
 : 9.2*	i	i	i	i	i	i	-3	i	i	i
> CN(CC(=O)Nc1ccc(Cl)c(C(F)(F)F)c1)C(=O)C1CSC2(C)CCC(=O)N12 (centres undefined)
 : i	i	i	i	i	i	i	-5	i	i	i
> COc1ccc(-c2csc(NC(=O)c3ccc(S(=O)(=O)N4CCc5ccccc5C4)cc3)n2)c(OC)c1
 : i	i	i	i	i	i	i	3	i	i	i
> C/C(=N\Nc1cccc(C(F)(F)F)c1)c1ccc(O)cc1
 : i	i	i	i	i	i	i	2	i	i	i
> COc1ccc(NC(=O)COC(=O)/C=C/c2ccc(OC)c(S(=O)(=O)N3CCOCC3)c2)cc1
 : i	i	i	i	i	i	i	3	i	i	i
> CC(C)(C)NC(=O)c1cc(F)c(F)cc1Cl
 : i	i	i	i	i	i	i	-1	i	i	i
> CC1Oc2ccccc2N(CC(=O)N2CCCc3ccccc32)C1=O (centres undefined)
 : i	i	i	i	i	i	i	-6	i	i	i
> CCN(CC)CCn1c2ccccc2c2cnc(N=CN(C)C)c(C#N)c21
 : i	i	i	i	-7.2*	i	i	0	i	i	i
> Cc1ccc(C(=O)N/N=C/c2ccc(OC(=O)c3ccccc3Cl)cc2)cn1
 : i	i	i	i	i	i	i	-4	i	i	i

# Bioassay records deposited in PubChem by several laboratories.
